tim23-1 inh – growth inhibitors of tim23-1 mutant yeast. S. cerevisiae tim23-1 growth, BacTiter-Glo luminescence, 24 h. hit rate 1.3% among 330,000. inhibition, % at 20 µM;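 active = growth inhibition of the mutant yeast at or above 50%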;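 also: temperature-sensitive mutant grown at 25 °C; plate controls were DMSO-treated mutant yeast for no effect and medium wells lacking yeast for full effect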
APJ agonist – activates the human apelin receptor APJ | P35414 | CHO-K1 APJ PathHunter beta-arrestin, luminescence; 0% DMSO wells, 100% apelin | activation, % at 20 µM | hit rate 0.11% among 330,000 | AID 2520;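 active = activation more than six SD over the plate average, tested at 20 µM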;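 also: 0% = DMSO alone and 100% = apelin-13 at 10 nM; some results filed as inactive read as strong as hits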
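assay system = CHO-K1 APJ beta-arrestin complementation cell line | input = cell density 1000 per well | dosing = compound 20 µM once, DMSO 1% | timing = compound 90 min 25 °C, reagent 1 h | measured by = luminescence from split beta-galactosidase complementation, Galacton Star/Emerald II substrate | read-out basis = APJ agonist activity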
Mdm2-MdmX inh – human Mdm2/MdmX binding inhibition | SaOS-2 split-luciferase Mdm2/MdmX complementation, luminescence | O15151+Q00987 | AID 485346 | inhibition, % at 8 µM | hit rate 3% among 330,000;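 active = inhibition of at least 50% at 8 µM in the primary screen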
UPR XBP1 act – adaptive UPR (XBP1) activation; CHO-XBP1 luciferase reporter, IRE1-XBP1 UPR activation, luminescence; percent of tunicamycin response, DMSO as zero; activation, % at 20 µM; hit rate 0.33% among 330,000;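 active = versus positive control, 20 µM dose yields 30% or more activation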;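 also: 100% = tunicamycin at 10 µg/mL and 0% = DMSO only wells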
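Material: CHO cell line with stable XBP1 luciferase reporter; schedule: 16-18 h cell attachment at 37 °C, then 6 h compound exposure; signal: glow luminescence from Steady-Glo reagent; medium: serum-containing F12 medium, 10% FBS; benchmarks: tunicamycin 10 µg/mL and vehicle-only wells; read-out: percent activation relative to tunicamycin reference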
APJ antag – APJ receptor antagonism; P35414; CHO-K1 APJ beta-arrestin complementation, luminescence; inhibition, % at 20 µM; hit rate 0.32% among 330,000; AID 2521;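 active = inhibition above about 40% at 20 µM, limit read from the data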;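 also: cells challenged with 10 nM apelin-13 agonist together with compound; plate controls were apelin-13 plus DMSO wells for no effect and DMSO wells lacking apelin-13 for full effect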
CCR6 antagonist – antagonists of human CCR6 receptor; CHO-K1 CCR6 PathHunter beta-arrestin, luminescence, CCL20-stimulated; inhibition, % at 20 µM; hit rate 0.49% among 340,000; AID 493098;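 active = compounds whose inhibition of the agonist-driven luminescence signal at 20 µM reaches about 50%, limit read from the data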;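 also: cells stimulated with CCL20 at 14 nM final; plate controls were DMSO with CCL20 for no effect and DMSO without agonist for full effect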
Target sequence (P51684 whole entry, looked up): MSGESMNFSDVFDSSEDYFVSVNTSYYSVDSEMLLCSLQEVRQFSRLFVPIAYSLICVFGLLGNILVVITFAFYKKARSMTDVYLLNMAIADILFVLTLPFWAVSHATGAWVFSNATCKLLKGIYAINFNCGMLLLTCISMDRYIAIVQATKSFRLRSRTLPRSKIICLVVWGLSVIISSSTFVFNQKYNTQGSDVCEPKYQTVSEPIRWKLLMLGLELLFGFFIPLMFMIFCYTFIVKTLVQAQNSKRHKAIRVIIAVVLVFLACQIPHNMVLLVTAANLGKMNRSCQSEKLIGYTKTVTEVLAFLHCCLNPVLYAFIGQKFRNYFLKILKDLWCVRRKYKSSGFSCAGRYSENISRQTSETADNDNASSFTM
EBI2 antag – antagonists of human EBI2 receptor | P32249 | EBI2 beta-arrestin recruitment, luminescence, 7a,25-OHC stimulated | inhibition, % at 5 µM | hit rate 0.81% among 360,000 | AID 651636; in the data active = inhibition above about 38%;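 also: enzyme fragment complementation signal reports receptor beta-arrestin coupling in cells; 0% = agonist plus DMSO wells and 100% = wells without agonist; some results beyond the cut were filed as inactive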
Target sequence (P32249 whole entry, looked up, the tested form may be a part): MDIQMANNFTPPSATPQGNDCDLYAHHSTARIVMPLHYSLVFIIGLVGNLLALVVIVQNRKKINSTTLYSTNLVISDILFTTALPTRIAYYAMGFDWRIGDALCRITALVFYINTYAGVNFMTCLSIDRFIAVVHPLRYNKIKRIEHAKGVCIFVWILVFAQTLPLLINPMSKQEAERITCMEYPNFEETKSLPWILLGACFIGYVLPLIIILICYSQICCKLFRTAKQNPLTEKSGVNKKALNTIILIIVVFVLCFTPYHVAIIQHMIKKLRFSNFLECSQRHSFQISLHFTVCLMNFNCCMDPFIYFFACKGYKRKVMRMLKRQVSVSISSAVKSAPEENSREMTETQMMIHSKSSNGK
CHOP UPR activ – activators of apoptotic arm of unfolded protein response (CHOP); activation, % at 10 µM; hit rate 0.34% among 330,000; CHO-CHOP luciferase reporter, UPR activation, luminescence; percent of tunicamycin response over DMSO baseline;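 active = at 10 µM dose, activation of 40% or more, normalized to positive control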;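 also: 100% = tunicamycin at 10 µg/mL and 0% = DMSO alone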
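assay system = CHO CHOP reporter cells | amount = 500 CHO-CHOP cells per well | buffer or medium = F12 with 10% FBS | incubation = 16-18 h cell attachment, then 6 h compound exposure, 37 °C | detection = luminescence read with Steady-Glo | read-out = percent activation relative to tunicamycin control | controls = tunicamycin high control, DMSO low control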
CXCR6 inh – CXCR6 (human) receptor inhibition. O00574. CHO-K1 PathHunter CXCR6 beta-arrestin, luminescence. inhibition, % at 20 µM. hit rate 0.36% among 360,000; in the data active = inhibition above about 34%, passing the limit was not always enough;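 also: antagonist mode with CXCL16 agonist at 10 nM final; 0% = 10 nM CXCL16 with DMSO and 100% = unstimulated wells without agonist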
Starred values were filed as active, the others as inactive; & = joins results of further samples.

The opening 3 entries as a preview:
SMILES	tim23-1 inh	APJ agonist	Mdm2-MdmX inh	UPR XBP1 act	APJ antag	CCR6 antagonist	EBI2 antag	CHOP UPR activ	CXCR6 inh
CC(C)CNC(=O)CN(c1ccccc1)S(=O)(=O)c1ccccc1[N+](=O)[O-]	12	-5	8	1	4	14	-8	-0.1	4
COc1cc(/C=N/NC(=O)Cc2csc(C)n2)ccc1OCC(C)C	12	-3	-5	3	-8	1	10	1.0	-4
CC1CN(CCOCCOc2ccccc2-c2ccccc2)CC(C)O1 (configuration not stated)	5	-1	16	-3	14	2	6	-0.9	4

The listing, from the first entry:
SMILES	tim23-1 inh	APJ agonist	Mdm2-MdmX inh	UPR XBP1 act	APJ antag	CCR6 antagonist	EBI2 antag	CHOP UPR activ	CXCR6 inh
CC(C)CNC(=O)CN(c1ccccc1)S(=O)(=O)c1ccccc1[N+](=O)[O-]	12	-5	8	1	4	14	-8	-0.1	4
COc1cc(/C=N/NC(=O)Cc2csc(C)n2)ccc1OCC(C)C	12	-3	-5	3	-8	1	10	1.0	-4
CC1CN(CCOCCOc2ccccc2-c2ccccc2)CC(C)O1 (configuration not stated)	5	-1	16	-3	14	2	6	-0.9	4
Cc1ccc(/C=C2\SC(=S)N(/N=C/c3cc([N+](=O)[O-])ccc3O)C2=O)o1	25	-4	5	-1	1	30	-2	1.4	13
CCCn1c(Nc2ccc(Cl)cc2)nc2ccccc21	11	-3	14	1	21	19	0	-1.0	-2
N#Cc1c(NC(=O)CSc2nc(-c3ccco3)cc(C(F)(F)F)n2)sc2c1CCCC2	-10	-3	28	-1	-2	5	-7	-1.0	2
Cc1oc2c(O)c(O)ccc2c(=O)c1-c1cnn(-c2ccccc2)c1	1	3	11	6	7	6	-2	114*	-3
c1cncc(-c2nc(NCCCN3CCOCC3)c3c4c(sc3n2)CCC4)c1	32	5	-3	5	0	13	9	0.7	8
COC(=O)c1cn(CC(=O)Nc2ccccc2C)c2ccccc12	22	-1	36	-2	15	10	-8	1.6	0
CNc1ccccc1C(C)(C)c1ccn[nH]1	-2	-2	-6	-4	8	-12	-11	-0.8	2
C=CCSc1nc(-c2ccccc2)c2cc(Cl)ccc2n1	13	-4	4	-4	7	23	1	-3.0	5
CC1CN(c2ccccc2)CCN1Cc1nc(Cc2ccccc2)no1 (configuration not stated)	12	-2	-18	1	10	-2	8	-1.1	-4
CCN1CCN(Cc2c(C(=O)N/N=C(\C)c3ccc(Cl)cc3)nnn2-c2nonc2N)CC1	-10	2	7	-4	-4	-11	3	0.2	-12
COCCNC(=O)c1ccc(N2CC3CC(C2)c2cccc(=O)n2C3)c(NC(=O)c2ccc(Br)o2)c1 (configuration not stated)	9	0	1	-5	16	-13	4	-1.6	-4
Cc1ccccc1CNC(=O)CC1C(=O)NCCN1CC1CCCCC1 (configuration not stated)	21	-4	25	-3	24	-3	21	-0.5	9
CCOC(=O)N1CCC(NC(=O)C2CCN(C(=O)c3cc4oc(C)cc4n3Cc3c(F)cccc3Cl)CC2)CC1	18	-3	-13	-2	14	18	4	0.4	2
Cn1c(=NC(=O)C2CCN(S(=O)(=O)c3cccs3)CC2)sc2ccccc21	18	0	5	2	5	7&3	57*	0.2	6&-6
CN(C)/C=C/C(=O)c1ccc(-n2cccc2)cc1	23	-2	-29	0	-14	2	12	4.3	-8
Cc1cc2c(c(=O)o1)C(c1cccs1)C(C#N)=C(N)O2 (configuration not stated)	24	0	-3	-6	3	4	-3	0.0	5
CC(C)N1CN(c2ccccc2)C(=S)N(c2ccccc2)C1	20	5	13	-3	6	-2	-8	-0.1	3
CCOc1cccc(/C=C2\NC(=S)N(c3ccccc3)C2=O)c1O	19	-2	-50	2	29	31	8	3.1	19
O=C(N/C(=C/c1ccc(Br)cc1)C(=O)N1CCOCC1)c1ccco1	-3	-1	-1	-3	5	-11	-2	0.1	-9
Cc1cc(C)nc(SCC(=O)Nc2ccc(S(=O)(=O)Nc3nccs3)cc2)n1	16	-3	-3	-2	10	-5	-1	0.6	4
O=C(CNC(=O)c1cccs1)Nc1ccc2c(c1)OCCO2	-13	3	-116	-4	1	5	2	-0.2	6
CC(=O)N1c2ccc(S(=O)(=O)N3CCC(C(=O)NCc4ccc(Cl)cc4)CC3)cc2CC1C (configuration not stated)	7	2	34	-2	15	7	43	0.1	-8

Quoted at random: 5 records from the list.
SMILES	tim23-1 inh	APJ agonist	Mdm2-MdmX inh	UPR XBP1 act	APJ antag	CCR6 antagonist	EBI2 antag	CHOP UPR activ	CXCR6 inh
Cc1cc(C)nc(SCC(=O)Nc2ccc(S(=O)(=O)Nc3nccs3)cc2)n1	16	-3	-3	-2	10	-5	-1	0.6	4
Cc1cc2c(c(=O)o1)C(c1cccs1)C(C#N)=C(N)O2 (configuration not stated)	24	0	-3	-6	3	4	-3	0.0	5
O=C(N/C(=C/c1ccc(Br)cc1)C(=O)N1CCOCC1)c1ccco1	-3	-1	-1	-3	5	-11	-2	0.1	-9
CC(C)CNC(=O)CN(c1ccccc1)S(=O)(=O)c1ccccc1[N+](=O)[O-]	12	-5	8	1	4	14	-8	-0.1	4
Cc1oc2c(O)c(O)ccc2c(=O)c1-c1cnn(-c2ccccc2)c1	1	3	11	6	7	6	-2	114*	-3

(list continues)
SMILES	tim23-1 inh	APJ agonist	Mdm2-MdmX inh	UPR XBP1 act	APJ antag	CCR6 antagonist	EBI2 antag	CHOP UPR activ	CXCR6 inh
c1ccc2[nH]c(-c3ccc4c(c3)OCO4)nc2c1	77*	2	-84	-2	8	15	-1	1.9	-11
O=C(COc1ccccc1)NC(=S)Nc1ccc(Br)cn1	-6	0	6	-1	-1	16	7	-0.3	-1
Cc1cccc(NCC(=O)N/N=C\c2ccccn2)c1	2	-2	9	0	6	3	-5	1.4	2
Oc1cccc(C=Nc2cccc3ccccc23)c1O	37	11	40	8	-18	-3	-3	-1.9	19
CS(=O)(=O)N(CC(=O)Nc1ccccc1)Cc1ccc(Cl)cc1	13	-4	-2	1	-11	12	7	1.0	1
Cc1ccc(NC(=O)CCC(=O)NNC(=O)C(C)(C)C)c(C)c1	15	-3	16	-2	2	3	-7	-2.7	-10
O=C(CCN(NC(=O)c1ccccc1)C1=NS(=O)(=O)c2ccccc21)NC1CCCCC1	16	2	6	-3	-5	11	-7	-0.3	-4
O=C(NN=C1CCC(c2ccccc2)CC1)c1ccccc1-n1cccc1 (configuration not stated)	12	-1	12	-2	-13	17	-6	3.3	2
COc1cccc(CNC(=O)CCCn2ccc3cc(S(=O)(=O)N4CCCC4)ccc32)c1	6	0	20	-3	0	16	5	-0.6	3
Cc1sc2ncnc(N(C)CCc3ccccn3)c2c1C	2	-4	-1	-2	3	10	4	-1.2	6
O=C(N/N=C/c1cc([N+](=O)[O-])ccc1O)/C(=C\c1cccs1)NC(=O)c1ccccc1	-16	-6	47	-2	23	34	4	-0.4	10
Cc1cc(C)n2nc(S(=O)(=O)N(C)Cc3ccccc3)nc2n1	5	-3	5	4	18	-13	9	0.3	0
COc1ccccc1OC(C)C(=O)Nc1ccc(S(=O)(=O)Nc2nccs2)cc1 (configuration not stated)	10	-2	-9	-6	6	5	-3	1.0	-1
CCN=C1S/C(=C/c2ccc(-c3ccc(F)cc3)o2)C(=O)N1CC	22	-4	-19	3	-18	0	11	1.7	5
COc1ccc(-n2cc(CN(C)C3CCOCC3)c(-c3cccc(F)c3)n2)cc1	12	-2	20	-2	11	-6	-2	0.2	-5
CC(C)(C)NCC(O)CON=C1c2ccccc2-c2ccccc21 (configuration not stated)	0	0	26	1	2	0	-23	1.7	-4
COC(=O)C1CCN(C(=O)c2ccc(OC3CCN(Cc4ccccn4)CC3)cc2)CC1	9	-1	-1	0	-2	-9	-4	-0.9	10
CCC1(c2ccccc2)NC(=O)N(CC(=O)Nc2ccccc2C(=O)N2CCCCC2)C1=O (configuration not stated)	0	7	-1	-5	15	-2	4	-1.0	2
COc1cccc(-c2noc(CCC(=O)NCCc3ccccc3)n2)c1	20	-4	19	-6	20	8	-1	-6.1	-6
Cc1nnc2sc(SCC(=O)Nc3ccc(Br)cc3)nn2c1=O	3	-1	6	0	30	1	-7	1.6	3
COc1ccc(OC)c2c1cc(C(=O)N[C@@H](C)C(=O)N[C@@H](C(=O)O)c1ccccc1)n2C	2	-2	6	-4	-5	6	-8	7.8	2
O=C(NC(N1CCCCCC1)C(Cl)(Cl)Cl)c1ccccc1Cl (configuration not stated)	1	-3	19	-1	-14	24	2	1.9	8
CCOC(=O)CSc1nc2sc3c(c2c(=O)n1CC)CC(C)(C)OC3	37	2	-4	-4	12	-5	-1	0.0	0
COc1ccc(C)cc1Nc1nc(-c2ccccc2O)nc2ccccc12	22	-5	25	-6	-7	1	2	0.5	2
Cc1nn(CC(O)COc2ccc3c(c2)CCC3)c(C)c1Br (configuration not stated)	11	0	0	-3	-13	6	1	6.9	-5
The list goes on.
SMILES	tim23-1 inh	APJ agonist	Mdm2-MdmX inh	UPR XBP1 act	APJ antag	CCR6 antagonist	EBI2 antag	CHOP UPR activ	CXCR6 inh
COc1ccccc1N1CCN(S(=O)(=O)c2ccc(-c3cnc(C4CC4)o3)cc2)CC1	23	1	26	-8	13	13	0	-0.3	-24
Cc1sc(NC(=O)c2ccco2)nc1-c1ccccc1	56*	-1	-175	-2	-23	-2	5	2.2	-2
C/C(=N\Nc1nc2ccccc2s1)c1ccc2c(c1)OCO2	23	-4	-133	4	16	-22	17	6.0	-20
COc1ccc(-n2nc3c(N4CCC(C(=O)NCCc5ccco5)CC4)nnc(C)c3c2C)cc1	-5	-1	45	8	14	25	8	-1.4	8
O=C(CSc1ncnc2c1oc1ccccc12)Nc1cccc(C(F)(F)F)c1	0	0	33	-1	-33	9	-1	-2.1	2
Cc1ccc2cccc(SCC(=O)Nc3ccc(F)cc3)c2n1	0	-3	-2	-3	-11	18	-8	0.5	13
COC(=O)c1c(NC(=O)C(C)C)sc(C(=O)N2CCOCC2)c1C	5	0	-10	0	0	7	-10	-1.1	0
CCCCCCOc1ccc(C(CC(=O)NC)C(=O)O)cc1 (configuration not stated)	5	-3	14	0	-26	-10	1	-1.1	4

Assay outcomes: PubChem, Sanford-Burnham Center for Chemical Genomics

This is a subset; count on the stated rates, not on these rows.
